Screens as filed in PubChem.
AID inhibitor = activation induced cytidine deaminase inhibition; 91,000 tested, 0.32% active; AID deamination FRET fluorescence, UDG-coupled, 4 h; Potency, µM (top dose mostly 115 µM), inactives show at the highest dose activity change, negative = inhibition, usual class: inhibitors; AID 1347428; Q9GZX7; further: nearly all actives have a fitted effect of over 25% in size
Target sequence (Q9GZX7 whole entry, looked up): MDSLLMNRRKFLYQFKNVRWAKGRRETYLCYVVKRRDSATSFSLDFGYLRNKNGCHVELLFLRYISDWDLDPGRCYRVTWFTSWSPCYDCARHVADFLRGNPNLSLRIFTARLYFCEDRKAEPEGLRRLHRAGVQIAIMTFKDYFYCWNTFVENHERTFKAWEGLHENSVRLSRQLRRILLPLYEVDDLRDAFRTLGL
UDG counterscr = UDG inhibition counter-screen; FRET deamination/UDG coupled assay, UDG read, 4 h; Potency, µM (top dose mostly 115 µM), for the others: top-dose activity change, negative = inhibition, usual class: inhibitors; 91,000 tested, 0.14% active; AID 1347430; further: nearly all actives have a fitted effect of over 65% in size
Numbers without * were called inactive; ? = inconclusive; [ ] = dose if it differs, or a comment. The call rests on the fitted dose curve; in most records, active means well fitted curve in the direction sought with a large enough effect; inconclusive means small, poorly fitted or top-dose-only effect, or another doubt; inactive means no such curve, though single readings can be large; an effect the other way counts as inactive or inconclusive. On the % scale 0 is the no-effect control and ±100 the full control effect; potency means the concentration at half of the fitted maximal effect. The list is partial, so the mix of outcomes need not match the whole.

| structure | AID inhibitor | UDG counterscr |
| --- | --- | --- |
| Cc1ccc(CC(=O)C(C#N)C(=O)Nc2ccccc2Cl)cc1 (configuration not stated) | -6% | 0% |
| Nc1nccnc1C(=O)Nc1ccc2ccccc2n1 | -1% | 1% |
| CCN(CC)C(=O)C1CCCN(c2ncnc3onc(C)c23)C1 (configuration not stated) | ? | -11% |
| O=C(CSc1nccn1Cc1ccc(F)cc1)Nc1nc2ccccc2s1 | 2% | -6% |
| Cc1ccc(NC(=O)C(SC2CCCC2)c2ccccc2)cc1 (configuration not stated) | -2% | 10% |
| CCOc1ccc(CCNC(=O)c2oc(=O)c3ccccc3c2-c2ccc(C)cc2)cc1OCC | -5% | -5% |
| COc1ccc(-c2nc3cc(C(C)C)ccc3o2)cc1NC(=O)c1ccccc1[N+](=O)[O-] | 16% | 5% |
| C/C(=N\NC(=O)C1CC1c1ccccc1)c1ccc(C)c(C)c1 (configuration not stated) | -10% | 5% |
| COc1ccc(Cl)cc1NC(=O)N1CC(C)Oc2ccc(C)cc21 (configuration not stated) | -1% | -1% |
| O=C(NCC1COc2ccccc2O1)c1ccco1 (configuration not stated) | -10% | -7% |
| CCCOc1cccc(C(=O)Nc2cccc(NC(=O)c3ccc(C(C)(C)C)cc3)c2)c1 | 15%[57.5 µM] | 5%[57.5 µM] |
| CC(C)(C)C(=O)NCCCC(=O)NC1CCCCC1 | 1% | -6% |
| COc1ccc(-n2nc(C(=O)N3CCN(c4ccccc4OC)CC3)c3c4ccccc4n(C)c3c2=O)cc1Cl | 6% | 0% |
| O=C(CCNC(=O)c1ccoc1)Nc1ccc(N2CCCC2)nc1 | -2% | 3% |
| CC(C)NC(=O)NC(=O)COc1ccc2ccc(=O)oc2c1 | -6% | -2% |
| COc1ccc(NC(=O)c2cc(OC)c(OC)c(OC)c2)cc1NS(C)(=O)=O | -5% | -5% |
| CCOCCc1nn2c(=O)cc(COC(=O)c3ccccc3NC(=O)c3ccc(C)cc3)nc2s1 | 11% | 2% |
| CCc1ccc(C(=O)c2cnc3ccc(C)cc3c2S(=O)(=O)c2ccc(OC)cc2)cc1 | ? | -18% |
| O=C(c1ccc(CSc2nc3ccncc3n2Cc2ccc(F)cc2)cc1)N1CCCCCC1 | -7% | -8% |
| Cc1nn(C)c2c1c(C(F)(F)F)cc(=O)n2CC(=O)NCCC(C)C | -12% | 13% |
| O=C(CSc1nc2ccc(NC(=O)c3ccc(Br)cc3)cc2s1)NC1CCCCC1 | -2% | -5% |
| Cc1cccc(NC(=O)Cn2nnc(C(=O)Nc3ccc(F)c(Cl)c3)c2N)c1 | 8% | -3% |
| O=C(NCc1cccs1)c1cc(-c2cccnc2)nc2ccc(Cl)cc12 | -2% | 11% |
| CCOC(=O)c1c(C)[nH]c(C)c1S(=O)(=O)N1CCC(C(=O)Nc2ccc(OC)c(OC)c2)CC1 | 17% | 1% |
| CC1=C(C(=O)Nc2ccc(Cl)cc2)C(c2cccs2)n2nc(SCc3cccc(C)c3)nc2N1 (configuration not stated) | 4% | -3% |
| CCOC(=O)c1cc(OC(=O)c2ccccc2F)n(-c2ccccc2)n1 | -6% | 8% |
| Cc1ccccc1C(=O)Nc1nc(-c2ccc(Br)cc2)ns1 | ? | -4%[57.5 µM] |
| CCCCOc1cccc(C(=O)N(Cc2ccc(Cl)cc2)C2CCS(=O)(=O)C2)c1 (configuration not stated) | ? | -28% |
| CCOc1ccc(NC(=O)CN2C(=O)C(c3ccccc3)=NC23CCCCCC3)cc1 | ? | -16% |
| CCOc1cc(/C=C2/NC(=O)NC2=O)ccc1OCc1ccc(Cl)cc1 | 1% | 6% |
| CCc1c(C(=O)Nc2ccc3nc(C)sc3c2)cnn1-c1ccc(OC)nn1 | -9% | 1% |
| CCOC(=O)Cn1c(=O)oc2cc(S(=O)(=O)N3CCN(c4ccccc4F)CC3)ccc21 | 5% | -6% |
| O=C(Nc1cccc(CO)c1)c1cn(Cc2ccccc2Cl)nc1-c1ccccc1 | -7% | -3% |
| CC(Oc1cccc(C(C)C)c1)C(N)=O (configuration not stated) | 4% | 2% |
| Cc1ccc(Cn2cc(S(=O)(=O)c3ccc(C)cc3)c(=O)c3cc(F)c(N4CCCC4)cc32)cc1 | ? | -16% |
| Cc1cc(Br)ccc1NC(=O)CCS(=O)(=O)c1cccc2nonc12 | 4% | -4% |
| CCc1ccc(NC(=O)CC2C(=O)N(c3ccc(Cl)cc3)C(=O)N2Cc2cccs2)cc1 (configuration not stated) | 11% | 0%[57.5 µM] |
| CN1CCN(Cc2ccc(CNCc3ccc(C#N)cc3)cc2)CC1 | 0% | -1% |
| CCCN1CCN(c2cc3c(cc2F)c(=O)c(S(=O)(=O)c2ccc(Cl)cc2)cn3C)CC1 | ? | 2% |
| Cc1c(C(=O)OC2CCCCC2)[nH]c2c1C(=O)CC(c1ccc(C(C)(C)C)cc1)C2 (configuration not stated) | 3% | -1% |
| Cc1cc(Cl)ccc1NC(=O)CN(c1ccccc1F)S(=O)(=O)c1ccccc1 | -17% | -10% |
| CC(=O)c1cccc(NC(=O)CSc2nncn2CCc2cccs2)c1 | 2% | -1% |
| Cc1cc(=O)oc2c(C)c(OC(C)C(=O)NCCCn3ccnc3)ccc12 (configuration not stated) | 0% | 5% |
| CCn1cc(S(=O)(=O)c2cccc(Cl)c2)c(=O)c2cc(F)c(N3CCC(C)CC3)cc21 | 14% | 6% |
| COc1ccc2c(c1)CCC/C2=N\O | 0% | 0% |

As entered above:
COc1ccc2c(c1)CCC/C2=N\O – AID inhibitor = 0%
CCOC(=O)Cn1c(=O)oc2cc(S(=O)(=O)N3CCN(c4ccccc4F)CC3)ccc21 – UDG counterscr = -6%
O=C(Nc1cccc(CO)c1)c1cn(Cc2ccccc2Cl)nc1-c1ccccc1 – AID inhibitor = -7%
Cc1ccc(Cn2cc(S(=O)(=O)c3ccc(C)cc3)c(=O)c3cc(F)c(N4CCCC4)cc32)cc1 – UDG counterscr = -16%

New compounds follow
| structure | AID inhibitor | UDG counterscr |
| --- | --- | --- |
| Cc1cccn2c(=O)cc(CSc3nnc(NC(=O)COc4ccc(F)cc4)s3)nc12 | 52%[activator] | 5% |
| Cc1ccc(-c2cc(C(=O)O)c3cc(C)cc(C)c3n2)c(C)c1 | -4% | 3% |
| CCN1CCN(c2ncc3c(n2)CCN(Cc2ccc(C)s2)C3)CC1 | 143%[activator] | -2% |
| COc1ccccc1N1CCN(c2ccc(=O)n(CC(=O)NCc3ccc(OC(C)C)cc3)n2)CC1 | -29% | -19%[57.5 µM] |
| CCC(C)CNC(=S)NC1CC1 (configuration not stated) | -5% | -2% |
| O=C(CCc1ncc(-c2ccccc2)o1)Nc1ccccc1 | -1% | -3% |
| CSc1ccc(/C=C/c2nc3ccccc3n2S(=O)(=O)c2ccc(Br)cc2)cc1 | 4% | -14% |
| CCc1ccc2oc(C(=O)Nc3ccc(C)cc3C)cc(=O)c2c1 | -5% | -1% |
| Cc1cccc(C2CCCCC2)c1O | 1% | 11% |
| CCc1ccc(NC(=O)CN(c2cc(C)cc(C)c2)S(=O)(=O)c2c(C)[nH]c(=O)[nH]c2=O)cc1 | 14%[57.5 µM] | 4%[57.5 µM] |
| Cc1ccc(NC(=O)CN2Cc3ccccc3C2=O)c(C)c1 | -3% | 38%[activator] |
| Cc1cccc(C(=O)NC(C)C2CCCO2)c1 (configuration not stated) | -13% | -17% |
| Cc1cccc(N(C)c2ccc3cc(S(=O)(=O)N4CCCC4)ccc3n2)c1 | -13% | -11%[57.5 µM] |
| Cc1cc(C)cc(OCC(O)Cn2c(C)cc(=O)n3ncnc23)c1 (configuration not stated) | 1% | 5% |
| CN(C)CCC1CCNCC1 | 12% | -2% |
| Cc1cccc(NC(=O)CSc2nc3ccc(NC(=O)COc4ccccc4F)cc3s2)c1 | 1% | 26% |
| CC(C)NC(=O)c1ccc(F)cc1I | -2% | -3% |
| COC(=O)c1c(SC)nc2ccccc2c1OCc1ccc(C)cc1 | -8% | 34%[activator] |
| Cc1cc(Br)ccc1NC(=O)c1ccc(NS(=O)(=O)c2c(C)noc2C)cc1 | -15% | -5% |
| COc1cc(Cl)c(C)cc1NC(=O)NC1COc2ccccc2C1 (configuration not stated) | -2% | -13% |
| CCc1cccc(CC)c1NC(=O)C1CCCC1 | -3% | -1% |
| CC1CCCC(NC(=O)c2cncc(Br)c2)C1 (configuration not stated) | -8% | 1% |
| CC(OC(=O)CCOc1ccccc1)C(=O)Nc1ccc(S(N)(=O)=O)cc1 (configuration not stated) | 4% | 0% |
| CN(C)c1ccc(CNC(=O)C2CCN(S(=O)(=O)c3ccc4[nH]c(=O)ccc4c3)CC2)cc1 | 278%[activator] | 3% |
| O=C(NCCc1ccc(F)cc1)C1CCCN(c2ccc3nnc(C(F)(F)F)n3n2)C1 (configuration not stated) | 1% | 4% |
| Cc1cc(C)c(-c2cc(-c3ccccc3)c3ccccc3n2)cc1C | -3% | -1% |
| COc1ccc(Cl)cc1NC(=O)c1c(NCc2cccnc2)sc2c1CCCC2 | 10% | -2% |
| Cc1cccc(NC(=O)c2cc3c(=O)n(Cc4cccnc4)ccc3nc2C)c1 | 13% | -6% |
| CCCCN(Cc1cc2cc(OC)ccc2[nH]c1=O)C(=O)c1cc(OC)cc(OC)c1 | 13% | 9% |
| CC(SC1=NS(=O)(=O)c2ccccc21)C(=O)O (configuration not stated) | -2% | 9% |

(more compounds)
mol,AID inhibitor,UDG counterscr
CCCNC(=O)c1nnn(-c2ccc(C)cc2)c1CCC,-17%,2%
CC(C)c1cccc(C(C)C)c1NC1=NS(=O)(=O)c2ccccc21,1%,-8%
CC(C)CN(CC(C)C)C(=O)Cn1nc(C(=O)O)c2ccccc2c1=O,1%,-11%
O=C(/C=C/c1ccccc1)N1CCN(Cc2cc(=O)n3nc(-c4ccccc4F)sc3n2)CC1,20%,-4%
C=CCNc1nc2c(c(=O)n(C)c(=O)n2C)n1Cc1ccc(Cl)cc1,-2%,3%
CN(CC(=O)Nc1ccc(Cl)cc1)C(=O)c1cccc(S(=O)(=O)NCC2CCCO2)c1 (configuration not stated),-8%,-3%
CN(C)c1nc(N)nc(COc2ccccc2Cl)n1,2%,2%
CCCc1c(C)nc2c(C)cccc2c1SCC(=O)O,-5%,-2%
COc1ccc(C(=O)Oc2ccc(C3NC(=O)c4c(sc5c4CCN(C)C5)N3)cc2OC)cc1 (configuration not stated),106%[activator],17%
COc1ccc(Cn2c(SCc3ccc(C(=O)NC4CCCC4)cc3)nc3cccnc32)cc1,9%,0%
COc1ccc(NC(=O)C2CCCN(c3nnc(-n4c(C)ccc4C)s3)C2)cc1OC (configuration not stated),3%,-1%
Cc1cc(COc2ccc(C(=O)c3ccc(Cl)cc3)cc2)no1,-4%,5%
O=C(Nc1ccc2oc(-c3ccncc3)nc2c1)c1ccccc1Cl,10%[57.5 µM],6%[57.5 µM]
O=C(Nc1cccc(Br)c1)c1cc(-c2ccc3c(c2)OCCO3)on1,-5%,?
CCN1C(=O)C(Cc2nc3ccccc3c(=O)n2-c2ccc(OC)cc2)c2ccccc21 (configuration not stated),-11%,?
O=C(COC(=O)CSc1ccc2ccccc2c1Br)NCc1ccco1,-3%,-8%
COc1ccc(CCNCc2c(C(=O)O)c(C)n(Cc3cccc(C)c3)c2C)cc1OC,33%[activator],4%
CC(=O)Nc1ccc(S(=O)(=O)N2CCC(n3c(C)nc4cccnc43)CC2)cc1,15%,9%
C/C(=N\NC(=O)c1cccs1)c1ccc(C)cc1,-2%,-7%
Oc1c(C(c2ccccc2F)N2CCN(Cc3ccccc3)CC2)sc2nc(-c3ccco3)nn12 (configuration not stated),-24%,-10%[57.5 µM]
O=C(Cc1ccc(C(F)(F)F)cc1)Nc1ccc(F)cc1Cl,-2%,1%
Cc1cc2c(cc1S(=O)(=O)CCC(=O)N1CCCCC1C)OCC(=O)N2 (configuration not stated),-13%,0%
COc1cc(Cl)c(C)cc1NC(=O)c1cc2ccc3cccnc3c2[nH]1,-2%,-9%
COc1ccc(Br)cc1C(=O)Nc1ccc(-c2nc3cc(Cl)ccc3o2)cc1,8%,-5%

Three entries out of the list, arranged by molar mass, descending.
mol,AID inhibitor,UDG counterscr
Oc1c(C(c2ccccc2F)N2CCN(Cc3ccccc3)CC2)sc2nc(-c3ccco3)nn12 (configuration not stated),-24%,-10%[57.5 µM]
Cc1cc2c(cc1S(=O)(=O)CCC(=O)N1CCCCC1C)OCC(=O)N2 (configuration not stated),-13%,0%
O=C(Nc1ccc2oc(-c3ccncc3)nc2c1)c1ccccc1Cl,10%[57.5 µM],6%[57.5 µM]

Continuation:
mol,AID inhibitor,UDG counterscr
CCOc1ccc(NC(=O)CCn2c(-c3ccc(F)cc3)cc(C(C)=O)c2C)cc1,4%,5%
Cc1ccc(NC(=O)c2sc3nc(-c4cc5ccccc5oc4=O)[nH]c(=O)c3c2C)c(C)c1,32%[activator],6%
COc1ccccc1NC(=O)c1c(C)cc(C)nc1SCC(=O)Nc1ccc(C)c(C)c1,2%,2%
C=C(C)CNC(=S)N/N=C/C(C)c1ccccc1 (configuration not stated),3%,1%
Cc1cccc(CNC(=O)c2ccc3oc(=O)n(Cc4ccccc4)c3c2)c1,-6%,1%
CCC(NC(=O)C1CCCO1)c1ccc(C)cc1 (configuration not stated),-1%,6%
c1cncc(-c2[nH]ncc2CNCc2cccs2)c1,9%,4%
CC(=O)c1ccc(NC(=O)Cn2c(=O)c3c(ncn3C3CCCC3)n(Cc3ccccc3)c2=O)cc1,-9%,-16%
Cc1cc(=S)nc[nH]1,5%,7%

Compound profiles, as listed above:
`COc1ccc(Br)cc1C(=O)Nc1ccc(-c2nc3cc(Cl)ccc3o2)cc1` reads AID inhibitor: 8%; UDG counterscr: -5%
`CCC(NC(=O)C1CCCO1)c1ccc(C)cc1` (configuration not stated) reads AID inhibitor: -1%; UDG counterscr: 6%
`CSc1ccc(/C=C/c2nc3ccccc3n2S(=O)(=O)c2ccc(Br)cc2)cc1` reads AID inhibitor: 4%; UDG counterscr: -14%
